Bioassay records as filed in PubChem.
DENV2 CPE: inhibitors of DENV2 cytopathic effect, primary screen, cell-based, plate reader, single concentration; DENV2-infected cells, cytopathic effect rescue; CPE inhibition, % at 9.99 µM; hit rate 1.7% among 350,000; AID 651640, 2012; in the data active means CPE inhibition above about 20%, passing the limit was not always enough; inconclusive means no clear call, values can overlap the other calls; tested in BHK-21 cells;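 further: 0% = median of neutral control wells and 100% = median of positive control wells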
C2C12 statin: suppressors of statin myotoxicity in C2C12 myotubes, primary screen, cell-based, single point, plate reader; C2C12 myotubes + simvastatin, ATP luminescence, 48 h; scaled: DMSO 0, geranylgeraniol control 100; hit rate 0.78% among 330,000; rescue of ATP level, % at 7.49 µM;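 active means mean ATP rescue above about 67%, or every replicate alone reaching that limit, limit read from the data, passing the limit was not always enough; inconclusive means no clear call, values can overlap the other calls; inactive means mean under the limit and some replicate under it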;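 further: myotubes were challenged with 10 µM simvastatin during compound exposure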
SIRT5 inh: SIRT5 desuccinylase inhibitors, primary screen, biochemical, fluorescence imaging, single point, set 5. NAD-dependent protein deacylase sirtuin-5, mitochondrial (Homo sapiens), Q9NXA8. Purified SirT5, succinyl-peptide AMC, trypsin-coupled fluorescence. inhibition, % at 15 µM. hit rate 1.1% among 330,000. AID 652115, 2013; in the data active means inhibition above about 15%; inconclusive means no clear call, values can overlap the other calls
ERp5 inh: inhibitors of ERp5-driven insulin aggregation, primary screen, biochemical, turbidity, absorbance 650 nm, single point; Protein disulfide-isomerase A6 (Homo sapiens), Q15084; 90 min; inhibition, % at 9.99 µM; hit rate 0.05% among 350,000;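 active means mean replicate inhibition above about 25%, with every replicate also reaching it, limit read from the data, passing the limit was not always enough; inconclusive means only one of those two criteria met; inactive means neither criterion met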
Target sequence (Q15084 whole entry, looked up): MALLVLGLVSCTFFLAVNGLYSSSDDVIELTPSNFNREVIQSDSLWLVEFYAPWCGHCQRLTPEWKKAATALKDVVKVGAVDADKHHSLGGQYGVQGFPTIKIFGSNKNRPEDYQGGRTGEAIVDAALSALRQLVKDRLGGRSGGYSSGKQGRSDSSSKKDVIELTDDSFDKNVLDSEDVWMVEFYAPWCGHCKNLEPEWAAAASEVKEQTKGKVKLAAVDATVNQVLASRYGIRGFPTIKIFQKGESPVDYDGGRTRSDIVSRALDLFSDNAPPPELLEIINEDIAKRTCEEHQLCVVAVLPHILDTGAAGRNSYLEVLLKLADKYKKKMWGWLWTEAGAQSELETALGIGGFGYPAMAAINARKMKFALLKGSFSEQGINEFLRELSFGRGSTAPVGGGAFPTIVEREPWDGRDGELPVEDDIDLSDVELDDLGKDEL
E-sel inducer: E-selectin induction in HUVECs, primary screen, imaging, HUVEC, immunofluorescence imaging, single point. P16581. normalized: neutral wells 0, TNF-alpha wells 100. activation, % at 7.58 µM. hit rate 0.37% among 260,000. AID 686992, 2013;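 active means mean E-selectin-positive cell signal at least 10% of the positive control, reached in at least 60% of replicates, without over 20% cell loss; inconclusive means no rule given, readout overlaps actives, possibly toxicity-flagged; inactive means the rest, including those meeting only one limit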;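 further: in these data hits start at about 27%; measured in HUVEC primary endothelial cells; signal is the percent of cells scored E-selectin positive by PE staining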
Target sequence (P16581 whole entry, looked up): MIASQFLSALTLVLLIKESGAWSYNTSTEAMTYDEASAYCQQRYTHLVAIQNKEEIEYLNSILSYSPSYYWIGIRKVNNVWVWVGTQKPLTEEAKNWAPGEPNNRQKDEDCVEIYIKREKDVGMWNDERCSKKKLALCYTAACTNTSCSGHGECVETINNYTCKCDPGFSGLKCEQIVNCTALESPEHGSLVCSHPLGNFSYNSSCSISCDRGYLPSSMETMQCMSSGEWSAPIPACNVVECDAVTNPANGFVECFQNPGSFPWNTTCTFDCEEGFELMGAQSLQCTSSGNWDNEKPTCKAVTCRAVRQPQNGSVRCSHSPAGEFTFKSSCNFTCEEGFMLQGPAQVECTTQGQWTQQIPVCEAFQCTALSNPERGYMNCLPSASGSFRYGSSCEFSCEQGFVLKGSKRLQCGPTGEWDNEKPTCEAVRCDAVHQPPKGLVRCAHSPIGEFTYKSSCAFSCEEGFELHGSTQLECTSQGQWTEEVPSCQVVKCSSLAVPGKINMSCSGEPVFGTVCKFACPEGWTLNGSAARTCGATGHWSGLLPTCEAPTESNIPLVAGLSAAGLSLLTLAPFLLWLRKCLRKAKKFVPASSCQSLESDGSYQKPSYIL
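assay system = HUVEC, human umbilical vein endothelial cells | input = 3,000 HUVEC seeded per well | medium = EGM-2 growth medium on 0.1% gelatin-coated wells | dosing = one compound dose added by pin transfer | signal = immunofluorescence imaging | read-out basis = % PE-positive cells | control set = TNF-alpha, DMSO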
PglD inh: C. jejuni PglD acetyltransferase inhibitors, primary screen, biochemical, DTNB colorimetric, single point | purified PglD enzyme, DTNB colorimetric CoA detection | UDP-N-acetylbacillosamine N-acetyltransferase PglD (Campylobacter jejuni) | hit rate 0.098% among 360,000 | inhibition, % at 12.5 µM; in the data active means inhibition above about 16%, passing the limit was not always enough; inconclusive means no clear call, values can overlap the other calls; further: strong numbers were not always called active
S100A4 MyoIIA: inhibitors of S100A4-myosin IIA peptide binding, primary screen, biochemical, fluorescence polarization, TAMRA-MyoIIA peptide; Protein S100-A4 (Homo sapiens), P26447; inhibition, % at 10.7 µM; hit rate 0.14% among 360,000;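 active means mean inhibition of at least 70% across replicates, with every replicate also reaching that level; inconclusive means mean inhibition reaches 70% but some replicates fall short; inactive means mean inhibition below 70%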
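Test system: S100A4 monomer protein; Medium: HEPES pH 7.2 with CaCl2, KCl, NaCl, DTT, Triton; Probe or stimulus: TAMRA-labelled myosin IIA heavy-chain peptide probe, 5 nM; Doses: one dose per compound; Times: polarization read 5 min after assay mix addition, stable 5–60 min; Benchmarks: neutral control DMSO, positive control TFP.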
* = called active by the depositor; u = inconclusive; x = no result given.

item	Molecule	DENV2 CPE	C2C12 statin	SIRT5 inh	ERp5 inh	E-sel inducer	PglD inh	S100A4 MyoIIA
1	CCc1c(O)nc(SCC(=O)N2CCCCC2)n(-c2ccccc2C)c1=O	-7	x	0	-1	x	x	1
2	O=C(CSc1ncnc2ccccc12)N1CCCC1	-6	4	x	-5	0.9	0	-3
3	C[C@@H]1CCCCO[C@@H](CN(C)Cc2ccc3c(c2)OCO3)[C@@H](C)CN([C@H](C)CO)C(=O)c2cc(NC(=O)Nc3ccc(F)cc3)ccc2O1	7	-11	2	1	0.4	-6	-20
4	COc1ccccc1NC(=O)CSc1nc2ccccc2cc1Cc1ccccc1	-5	-2	0	5	x	-6	-5
5	COc1ccc2c(C)cc(=O)sc2c1	16	16	0	3	x	-3	2
6	Cc1ccc2oc(C(=O)N(C)Cc3ccc(C)o3)c(C)c2c1	-2	12	-2	x	0.0	1	-1
7	Cc1ccc(Sc2ncccc2C(=O)NCC(c2ccc(F)cc2)N2CCOCC2)cc1C (centres undefined)	-1	-8	3	-7	-0.2	-3	7
8	C[C@@H]1CCCCO[C@H](CN(C)S(=O)(=O)c2cccs2)[C@H](C)CN([C@@H](C)CO)C(=O)c2cc(NS(C)(=O)=O)ccc2O1	-1	35	1	-11	-0.2	-1	-117
9	O=C(N[C@H]1CC[C@@H](CC(=O)N2CCOCC2)O[C@@H]1CO)c1cccc(F)c1	5	-9	1	5	0.1	-2	-3
10	Fc1ccc(-c2n[nH]c(=S)n2/N=C/c2c[nH]c3ccccc23)cc1	-4	x	-1	-1	-1.6	x	-2
11	O=C(COC(=O)c1ccc(S(=O)(=O)NCc2ccco2)cc1)Nc1ccccc1	6	-6	2	0	-0.4	2	-1
12	CC(C)Nc1nc(Nc2ccc(Cl)cc2F)c2sccc2n1	13	-11	x	3	0.2	1	-3
13	CCOc1ccc(C(=O)C(C)=O)c(OCC)c1	17	x	-4	-2	-5.5	2	-6
14	COCCNC(=O)C[C@H]1CC[C@H](NC(=O)NC2CCCC2)[C@@H](CO)O1	-5	-2	1	0	0.4	-1	-4
15	CC1(c2ccc(Cl)cc2)NC(=O)N(CC(=O)N2CCN(S(=O)(=O)c3ccccc3)CC2)C1=O (centres undefined)	0	x	-3	1	-2.4	x	-3
16	Cc1cc(C)cc(OCC(O)CN2CCC(CN3C(=O)c4cccc5cccc(c45)C3=O)CC2)c1 (centres undefined)	-6	x	0	6	0.0	-3	-3
17	Cc1cc(C(=O)NCc2ccccc2F)c2ccccc2n1	0	-4	-3	5	x	x	4
18	O=C(Cc1ccncc1)NCC[C@H]1CC[C@H](NC(=O)Nc2cccc(F)c2)[C@@H](CO)O1	13	-20	2	2	-0.2	0	9
19	CC(=O)Nc1ccc(C(=O)OCC(=O)Nc2c(C)n(C)n(-c3ccccc3)c2=O)cc1	9	1	-13	1	0.0	-4	0
20	CCOC(=O)CCNC(=O)N1CCCC(N2CCN(c3ccc(OC)cc3)CC2)C1 (centres undefined)	-2	5	-8	-1	x	2	-1
21	Cc1ccc(NC(=O)c2cnn(-c3ccccc3)c2C)cc1	7	-19	2	0	x	4	13
22	Cc1cc(Br)ccc1SCC(=O)NNC(=O)c1ccco1	u	-3	-4	9	-1.8	2	2
23	O=C(OCC(=O)N1CCCCCC1)c1ccc(Cl)nc1	-1	0	1	0	x	-4	-1
24	O=C(Cc1cccnc1)N1CC(=O)N2[C@H](C1)[C@H](c1ccc(C#CC3CC3)cc1)[C@@H]2CO	8	x	-5	-1	0.0	x	7
25	CC(C)=CCCC(C)c1cc(C(=O)NCCc2ccc(O)cc2)c(N)s1 (centres undefined)	4	x	0	-5	0.5	x	-5

Some of the entries so far, as labelled records.
(2) O=C(CSc1ncnc2ccccc12)N1CCCC1
- DENV2 CPE: -6
- C2C12 statin: 4
- SIRT5 inh: x
- ERp5 inh: -5
- E-sel inducer: 0.9
- PglD inh: 0
- S100A4 MyoIIA: -3
(7) Cc1ccc(Sc2ncccc2C(=O)NCC(c2ccc(F)cc2)N2CCOCC2)cc1C (centres undefined)
- DENV2 CPE: -1
- C2C12 statin: -8
- SIRT5 inh: 3
- ERp5 inh: -7
- E-sel inducer: -0.2
- PglD inh: -3
- S100A4 MyoIIA: 7

Continuation:
item	Molecule	DENV2 CPE	C2C12 statin	SIRT5 inh	ERp5 inh	E-sel inducer	PglD inh	S100A4 MyoIIA
26	CCC(=O)N1C[C@H]2[C@@H](c3ccccc31)[C@H](CO)N2C(=O)CC	3	-16	1	2	0.6	0	35
27	CO[C@@H](CN(C)Cc1ccc(-c2ccccn2)cc1)[C@H](C)CN(C(=O)Nc1ccc(F)cc1)[C@H](C)CO	-2	19	0	0	0.0	2	1
28	C[C@@H]1CN([C@H](C)CO)C(=O)c2cccc(NC(=O)c3nc4ccccc4s3)c2O[C@H]1CN(C)C(=O)Nc1ccc2c(c1)OCO2	-11	-41	-29	-6	-0.2	1	13
29	O=C(Nc1ccc(N2CCOCC2)cc1)C1CCN(S(=O)(=O)c2ccc3c(c2)OCCO3)CC1	-3	x	-1	3	-0.7	x	-2
30	CC(C)Oc1ccc(CNC(=O)c2cc(S(=O)(=O)N3CCOCC3)cn2C)cc1	-6	7	4	0	x	5	-7
31	O=C(NC[C@H]1[C@@H](c2ccccc2)[C@@H](CO)N1CC1CCCC1)c1cccnc1	x	15	x	x	-0.8	-1	x
32	COc1cc(C2Nc3ccccc3NC3=C2C(=O)CC(C)(C)C3)cc(OC)c1OC (centres undefined)	20	20	-3	-2	x	3	-6
33	COc1cc2ncnc(NCc3ccc(C)o3)c2cc1OC	x	x	-4	7	x	x	8
34	CCN(CC)S(=O)(=O)c1ccc(/C=C/C(=O)OCC(=O)N(C(C)C)C(C)C)cc1	u	0	1	-5	5.2	3	4
35	O=C(NCc1ccncc1)c1ccc2nc([C@@H]3O[C@H](CO)[C@H](O)[C@H](O)[C@H]3O)[nH]c2c1	-1	3	x	0	-0.1	-1	0
36	CCOC(=O)C1=CC[C@@H](c2cc3ccc(OC)cc3n2C)N(S(=O)(=O)c2ccc(C)cc2)[C@H]1C(=O)OCC	13	-1	-4	5	x	-3	-8
37	CCN1C(=O)[C@H]2[C@@H](c3ccc(-c4ccc5c(c4)OCO5)cc3)N[C@@](Cc3ccccc3)(C(=O)OC)[C@H]2C1=O	11	37	-6	7	0.2	-1	-2
38	CN(/N=C/c1ccc([N+](=O)[O-])o1)c1ccccc1	3	-8	6	0	x	x	-4
39	O=C(O)CC(CC(=O)Nc1ccc(C(=O)O)cc1)c1ccccc1 (centres undefined)	6	-5	-1	8	x	3	-20
40	O=C(N=C1SC2CS(=O)(=O)CC2N1c1ccc(Br)cc1Cl)C1CC1 (centres undefined)	-4	32	0	2	x	-4	-3
41	CS(=O)(=O)c1ccc2nnn(OCC(=O)Nc3ccc(Br)cc3Br)c2c1	-1	x	-2	-5	x	x	0
42	COc1cc(OC)c(OC)cc1/C=N/Nc1ncnc2c1[nH]c1ccc(C)cc12	4	-15	1	3	-0.1	-5	3
43	CN(C)CCCNC(=O)C[C@@H]1CC[C@@H]2[C@H](COC[C@@H](O)CN2CC2CCCCC2)O1	-1	x	-7	7	0.2	x	11
44	Cc1ccccc1C(=O)Nc1c(C(=O)N2CCN(C)CC2)cnn1-c1ccccc1	-2	9	-5	2	-0.2	-3	-4
45	C/C(=N/NC(=O)c1ccc(C)s1)c1ccncc1	11	2	-2	15	0.0	0	-1
46	C[C@@H]1CN([C@H](C)CO)C(=O)c2cc(NS(=O)(=O)c3ccccc3)ccc2O[C@H]1CN(C)C(=O)NC1CCCCC1	-5	-7	3	1	40*	0	12
47	COc1ccc(Cc2nnc(NC(=O)c3cccs3)s2)cc1OC	1	-3	-1	0	2.4	-2	4
48	C[C@H]1CN([C@@H](C)CO)C(=O)c2cccc(NC(=O)CCCCCC(=O)Nc3ccccc3N)c2O[C@@H]1CN(C)CC1CCCCC1	2	x	11	3	-2.7	x	1
49	NC(=O)C1Cc2ccccc2CN1C(=O)c1cc(C2CC2)nn1-c1ccccc1 (centres undefined)	-1	2	-3	-1	1.3	3	-5
50	Cc1cccc(-c2cc(=O)c(C(=O)O)cn2-c2ccc(F)cc2F)c1	1	7	-7	-6	-0.1	0	2
51	Cc1[nH]c(C)c(S(=O)(=O)Nc2ccc(F)cc2Cl)c1C(=O)N1CCCC1	-6	1	-4	-7	-0.1	3	3
52	C[C@H]1CN([C@@H](C)CO)C(=O)c2cc(C3=CCCCC3)cnc2O[C@@H]1CN(C)C(=O)C1CCOCC1	-1	25	-9	4	-0.2	0	33
53	C[C@@H]1CN([C@H](C)CO)C(=O)c2cc(-c3ccc(C(=O)N(C)C)cc3)cnc2O[C@H]1CN(C)C(=O)c1cccnc1	0	-14	-7	0	x	3	53
54	COc1ccc(CN2C(=O)NC3(CCOc4ccccc43)C2=O)cc1F (centres undefined)	-2	x	-5	-1	3.1	x	12
55	COC(=O)C[C@H]1CC[C@@H]2[C@H](COc3ccc(NC(=O)Nc4cccc(Cl)c4)cc3C(=O)N2C)O1	6	20	-1	0	0.7	-3	4
56	CCOC(=O)C1CCCN(C(=O)c2ccc(Cl)c(S(=O)(=O)N3CCCCC3)c2)C1 (centres undefined)	-4	5	-7	-4	-1.3	-2	-9
57	COc1ccc(OC)c(NC(=O)C2CCN(S(C)(=O)=O)CC2)c1	-3	10	1	1	x	1	1
58	COc1cccc(NC(=O)Nc2ccc3c(c2)C(=O)N(C)[C@H]2CC[C@@H](CC(=O)NCCc4ccccc4)O[C@H]2CO3)c1	1	-28	0	2	0.1	0	-17
59	C[C@H](O)C#Cc1ccc2c(c1)O[C@H](CN(C)CC1CCOCC1)[C@@H](C)CN([C@H](C)CO)S2(=O)=O	u	-18	3	-6	0.0	-3	-33
60	CC(C)N1C(=O)C(O)(C2COC(C)(C)CC2=O)c2ccccc21 (centres undefined)	3	x	-6	3	x	x	1
61	Cc1ccc(CCNC(=O)C2CCCN(S(=O)(=O)c3cnc[nH]3)C2)cc1 (centres undefined)	1	-7	x	3	x	-4	3
62	COc1cc(/C=C/CO)ccc1O[C@@H]1O[C@H](CO)[C@@H](O)[C@H](O)[C@H]1O	-12	-3	1	-8	x	0	27
63	COC(=O)CCCN=C1SCCN1Cc1ccccc1	1	6	1	-2	0.0	0	-4
64	COc1ccc(CCN2C(=O)/C(=C\c3ccco3)SC2=S)cc1OC	-5	1	-2	-9	x	-1	-3
65	O=C(N[C@H]1CC[C@@H](CC(=O)N2CCc3ccccc3C2)O[C@@H]1CO)C1CCC1	-9	10	-2	-2	2.6	2	-51
66	CCN(C(=O)CSc1nnc(SC)s1)c1c(N)n(Cc2ccccc2)c(=O)[nH]c1=O	-6	10	1	-1	1.1	-1	0
67	C=CCNC(=O)C(=O)N/N=C/c1ccco1	3	x	2	u	x	x	0
68	OC[C@@H]1CN(Cc2ccc(-c3ccccc3)cc2)C[C@H](n2cnc3c(NCc4ccco4)ncnc32)O1	12	7	2	-1	-0.1	-2	-16
69	OC1CCC2CN3CCc4c([nH]c5ccccc45)C3CC2C1 (centres undefined)	-12	1	-1	4	x	-5	4
70	CCN(CC)C(=O)Cn1cc(S(=O)(=O)CC(=O)Nc2cccc(NC(C)=O)c2)c2ccccc21	-1	5	2	1	0.0	6	-3

Some of the compounds tested, so the mix of outcomes need not match the whole.
